Compound activity (PubChem BioAssay)
PKA-R2B act – PKA-R2B complex activation; P22694+P31323; PKA-R2B holoenzyme dissociation, Cy5-IP20 fluorescence polarization; R2B truncated from residue 108, S112A mutant; 0% DMSO only, 100% 113 µM cGMP; activation, % at 11.4 µM; actives 0.079% (n = 340,000); AID 504700;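 active = activation above a cutoff set at the mean over all compounds plus 3 SD, cut at about 18% in these data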;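 also: higher means more holoenzyme dissociation and a rise in polarization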
OPRM1-OPRD1 ag – OPRM1-OPRD1 heterodimerization agonism. P35372+P41143. cells, luminescence. activation, % at 9.3 µM. actives 0.3% (n = 340,000); in the data active = activation above about 18%;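 also: 0% = vehicle-treated cells and 100% = reference agonist; values of inactives mirror those of a sister screen read the other way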
Target sequence (P35372 whole entry, looked up): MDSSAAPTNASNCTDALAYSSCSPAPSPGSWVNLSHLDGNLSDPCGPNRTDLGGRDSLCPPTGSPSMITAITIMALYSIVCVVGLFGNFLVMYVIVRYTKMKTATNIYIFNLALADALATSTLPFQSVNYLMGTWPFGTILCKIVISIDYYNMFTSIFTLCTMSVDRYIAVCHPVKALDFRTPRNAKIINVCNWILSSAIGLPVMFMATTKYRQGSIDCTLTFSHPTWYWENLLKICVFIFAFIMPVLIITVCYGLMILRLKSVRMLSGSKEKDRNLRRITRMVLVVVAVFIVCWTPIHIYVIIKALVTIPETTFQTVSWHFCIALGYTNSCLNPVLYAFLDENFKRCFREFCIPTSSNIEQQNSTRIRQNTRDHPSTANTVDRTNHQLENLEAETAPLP
Target sequence (P41143 whole entry, looked up): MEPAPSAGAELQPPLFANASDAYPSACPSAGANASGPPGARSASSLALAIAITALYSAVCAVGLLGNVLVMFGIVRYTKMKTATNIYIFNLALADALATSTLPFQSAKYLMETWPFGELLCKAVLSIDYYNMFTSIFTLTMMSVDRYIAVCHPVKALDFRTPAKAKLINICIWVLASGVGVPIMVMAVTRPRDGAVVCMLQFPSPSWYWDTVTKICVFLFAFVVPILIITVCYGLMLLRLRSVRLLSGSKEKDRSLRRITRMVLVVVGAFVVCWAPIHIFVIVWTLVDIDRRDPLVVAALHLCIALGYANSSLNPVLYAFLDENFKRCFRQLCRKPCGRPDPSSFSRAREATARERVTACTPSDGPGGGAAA
Tat transport – E. coli Tat transport inhibition; AID 488895; inhibition, % at 10 µM; actives 0.036% (n = 340,000); E. coli MC4100 TorA-mCherry Tat export, fluorescence;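 active = mean replicate inhibition at least 50% and at least half of replicates individually reaching 50%; inconclusive = only one of the two criteria met; inactive = neither criterion met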;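 also: exported cargo escapes ClpAP degradation while cytoplasmic cargo is degraded and loses fluorescence; 0% = median of neutral control wells and 100% = median of NaSCN control wells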
PfHsp90 yeast 2 – growth inhibition of yeast expressing Plasmodium Hsp90; AID 504621; actives 0.32% (n = 310,000); S. cerevisiae expressing PfHsp90, BacTiter-Glo ATP, 48 h; yeast lacking PDR1 and PDR3 efflux regulators; inhibition, % at 9.4 µM;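 active = every replicate shows inhibition above about 80%, whatever the replicate mean, limit read from the data; inconclusive = mean inhibition reaches the set limit but some replicate falls short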;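 also: 0% = DMSO neutral controls and 100% = 20 µM radicicol positive controls; yeast relying on Plasmodium falciparum Hsp90 in place of its own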
E coli growth – reduces bacterial viability in AddAB counter-screen; E. coli V3065 growth, OD600 absorbance, 18 h; inhibition, % at 11.9 µM; actives 0.27% (n = 330,000);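 active = inhibition above the campaign's mean inhibition across all tested compounds plus 3 SD, cut at about 9.9% in these data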;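 also: uninfected addAB+ strain grown without phage in ampicillin broth; 0% = DMSO wells and 100% = ciprofloxacin 0.95 µg/ml wells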
PKA-R1A activ – PKA-R1A complex activation; actives 0.083% (n = 340,000); AID 504707; PKA-R1A dissociation, Cy5-IP20 fluorescence polarization; scaled: DMSO 0%, 113 µM cGMP 100%; activation, % at 11.4 µM; P00514+P68181;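 active = percent activation above the mean of all tested compounds plus 3 SD, cut at about 19% in these data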;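 also: higher means more PKAc released from R1A so a rise in polarization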
HTR5A inv ctr – HTR5A inverse agonism, opioid heterodimer counter-screen. P47898. HTR5A cell line, luminescence. inhibition, % at 9.3 µM. actives 0.083% (n = 340,000). AID 504634; in the data active = inhibition mostly above about 23%, no sharp cut-off; inactive = mostly below about 18%;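 also: 0% = cells with DMSO and 100% = no-cell wells with DMSO; some compounds called inactive have numbers as strong as hits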
SUMO Mot1 rescue – inhibitors of SUMOylation pathway: yeast Mot1-301 growth rescue; actives 1% (n = 320,000); growth rescue, % at 18.8 µM; S. cerevisiae Mot1-301 growth rescue, ATP luminescence, 38.5C; percent above DMSO median, 100 means doubled;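 active = every valid replicate shows activation above 250% relative to neutral control wells; inactive = the rest, any valid replicate at or below 250%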;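 also: OY570 slx delta 5 strain wells were the positive control but not used for scaling; some compounds called inactive have numbers as strong as hits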
AddAB inh – less growth of phage-infected E. coli with AddAB; E. coli expressing H. pylori AddAB, absorbance growth; inhibition, % at 11.9 µM; actives 0.29% (n = 330,000); in the data active = inhibition above about 12%;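 also: 0% = vehicle wells of infected cells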
OPRM1-OPRD1 inv – inverse agonists of human mu-delta opioid receptor heterodimerization | P35372+P41143 | cell-based MOR-DOR heterodimer luminescence, inverse agonism | inhibition, % at 9.3 µM | actives 0.21% (n = 340,000); in the data active = inhibition above about 22%, passing the limit was not always enough;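 also: 0% = cells with DMSO and 100% = wells without cells with DMSO; values of inactives mirror those of a sister screen read the other way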
phage Ecoli inh – E. coli growth loss with phage present. growth absorbance. inhibition, % at 11.9 µM. actives 0.26% (n = 360,000); in the data active = inhibition above about 11%
* hit, by the source's call; ? = inconclusive; . = not tested or not shown; & = joins results of further samples.

The first 2 compounds (preview)
SMILES	PKA-R2B act	OPRM1-OPRD1 ag	Tat transport	PfHsp90 yeast 2	E coli growth	PKA-R1A activ	HTR5A inv ctr	SUMO Mot1 rescue	AddAB inh	OPRM1-OPRD1 inv	phage Ecoli inh
O=c1cc(-c2ccccc2)oc2cc(O)ccc12	-15.3	-2.7	-0.2	-2.8	.	-5.6	29.8	.	.	13.5	2.6
CN(C)c1ccc(/C=N/NC(=O)c2ccnn2C)cc1	0.6	-1.3	-5.5	-10.2	-1.0	-14.0	-3.8	3.2	1.2	6.5	5.0

Results (from the top)
SMILES	PKA-R2B act	OPRM1-OPRD1 ag	Tat transport	PfHsp90 yeast 2	E coli growth	PKA-R1A activ	HTR5A inv ctr	SUMO Mot1 rescue	AddAB inh	OPRM1-OPRD1 inv	phage Ecoli inh
O=c1cc(-c2ccccc2)oc2cc(O)ccc12	-15.3	-2.7	-0.2	-2.8	.	-5.6	29.8	.	.	13.5	2.6
CN(C)c1ccc(/C=N/NC(=O)c2ccnn2C)cc1	0.6	-1.3	-5.5	-10.2	-1.0	-14.0	-3.8	3.2	1.2	6.5	5.0
CC(CC(=O)Nc1ccc(F)c([N+](=O)[O-])c1)c1ccccc1 (stereo unspecified)	-2.0	-0.3	-0.2	2.0	3.4	-5.9	-5.4	-1.7	3.5	1.7	2.3
O=S(=O)(Cc1ccc(Cl)cc1)N1CCN(c2ncccn2)CC1	-10.0	-0.5	8.7	7.7	2.4	2.5	-11.1	3.9	-8.7	2.5	2.6
CC(C)C(NS(=O)(=O)c1c(Cl)cccc1Cl)C(=O)OCC(=O)c1c[nH]c2ccccc12 (stereo unspecified)	-0.8	2.5	16.6	4.0	0.1	-16.3	-7.9	0.1	3.2	-14.1	3.1
NS(=O)(=O)c1ccc(NCc2cc(Cl)ccc2OCc2ccccc2F)cc1	4.8	14.7	8.2	-9.3	-2.2	7.0	-10.6	0.1	1.1	-81.7	1.5
Cc1ccc(C(=O)Nc2ccnc(-c3cccnc3)n2)cc1	-3.5	-2.5	-0.1	10.5	0.0	3.8	15.7	16.1	3.5	12.9	3.4
COc1ccc(C2C(C(C)=O)=C(O)C(=O)N2c2nc3ccccc3s2)cc1OC (stereo unspecified)	3.9	-2.1	1.0	-3.5	0.8	-5.5	9.5	117.0	2.3	9.7	1.8
Nn1cc(-c2ccccc2)nc1SCC(=O)NCC(F)(F)F	4.4	-1.2	-9.8	-21.0	0.7	-1.6	0.2	-1.1	0.1	6.2	3.9
N#Cc1cc(C(=O)c2cc(F)ccc2O)cn(-c2nccs2)c1=O	-17.9	-1.9	20.6	1.9	-0.8	-4.8	-6.3	-10.2	1.9	10.3	2.0
COC(=O)[C@]1(C)N[C@H](c2ccc(-c3ccc(F)cc3)cc2)[C@@H]2C(=O)N(C)C(=O)[C@@H]21	-5.2	-2.4	-2.7	7.6	-0.6	-20.1	10.9	-9.7	-1.6	13.4	-0.5
CCOC(=O)N1CCN(C(=O)CSc2ccc(Cl)cc2)CC1	-12.7	-1.6	-2.1	0.1	-0.8	3.1	-20.5	6.7	-0.9	8.5	1.8
CC1CCCN(C(=O)CSc2nnc(-c3ccncc3)n2C)C1 (stereo unspecified)	-1.8	-0.7	2.7	3.7	-0.8	1.1	5.6	-21.8	-1.5	3.7	2.6
C(=NN1CCCCCC1)c1ccc2c(c1)OCO2	1.2	4.8	-2.3	.	.	2.1	13.8	.	.	-24.3	2.1
CC12Cc3ccc4ccccc4c3C=C1C[N+](C)(C)C2 (stereo unspecified)	-2.9	-2.6	7.5	7.7	-0.9	2.1	5.6	.	1.7	15.8	1.9
O=C(Nc1nc2ccc(Cl)cc2s1)[C@@H]1CCCN1C(=O)c1cccs1	-4.9	-1.2	10.6	2.0	1.8	-4.5	20.9	10.8	1.0	7.2	2.4
Cn1c(SCC(=O)NC2CCCCC2)nnc1-c1ccc(N)cc1	6.3	-2.1	-2.4	.	0.0	5.0	14.3	179.1	-1.6	13.5	2.9
O=C(NCCc1c[nH]c2ccccc12)C(=O)NCC(c1cccnc1)N1CCN(c2ccccc2)CC1 (stereo unspecified)	9.4	1.0	-12.3	4.3	-1.1	-2.0	-137.4	28.4	2.7	-6.0	2.2
O=C(NCc1ccccc1)C1=C[C@H](C2CCCCC2)C[C@H](OCc2ccc(CO)cc2)O1	-4.0	-1.8	15.6	-5.9	0.7	-0.5	-19.9	-1.5	3.9	10.4	3.3
CO/N=C/c1ccc(Sc2ccccc2)c([N+](=O)[O-])c1	9.7	1.6	?	-34.5	-1.4	-5.0	-40.0	1.4	4.7	-8.8	1.7
O=C(CSc1nc(-c2ccccc2)ns1)NCC1CCCO1 (stereo unspecified)	-10.9	-2.3	2.4	-2.7	1.1	-5.3	-2.1	2.9	-0.7	12.7	1.4
CCOc1ccc(NC(=O)c2ccccc2NS(=O)(=O)c2ccc(F)cc2)c([N+](=O)[O-])c1	-6.4	0.0	2.6	16.7	-0.9	10.2	-30.2	12.8	3.7	0.0	1.6
COc1ccccc1CNC(=O)C(C)n1cccc1C(=O)c1ccccc1 (stereo unspecified)	-0.8	-0.9	3.6	8.9	-1.0	-2.2	-5.7	-0.3	0.5	5.1	1.0
Nc1cccc2[nH]c(C(F)(F)F)nc12	-11.9	0.1	4.5	-31.4	-6.8	-3.7	16.8	-3.3	-7.5	-0.3	-12.8
Cc1nn(Cc2ccc(F)cc2)c(C)c1NC(=O)c1cccnc1Cl	-1.1	3.1	-13.2	13.2	-2.0	0.1	12.9	-12.5	-0.3	-18.4	3.5

(listing goes on)
SMILES	PKA-R2B act	OPRM1-OPRD1 ag	Tat transport	PfHsp90 yeast 2	E coli growth	PKA-R1A activ	HTR5A inv ctr	SUMO Mot1 rescue	AddAB inh	OPRM1-OPRD1 inv	phage Ecoli inh
CCCCn1c(CCC)nc([N+](=O)[O-])c1Sc1ccc(Cl)cn1	3.6	-2.2	1.3	-21.8	-2.6	-5.0	-21.3	0.0	-0.5	13.2	1.2
O=C(NCCCN1CCOCC1)C1(c2ccccc2)CCOCC1	-9.7	-2.8	-4.4	7.6	-2.0	-17.1	5.9	9.2	0.9	14.5	3.4
Cc1ccc(Sc2c(O)c3ccccc3n(C)c2=O)cc1	-1.2	0.9	-0.2	.	.	1.4	-9.1	.	.	-6.5	4.3
CCC(Oc1ccccc1)C(=O)N1CCN(C(=O)C(CC)Oc2ccccc2)CC1 (stereo unspecified)	-13.2	-2.3	5.9	-5.2	-0.4	12.5	-9.0	9.9	2.1	12.9	3.5
CSc1ccccc1NC(=O)c1noc2c1CCC2	2.8	1.8	3.3	8.5	-2.3	-9.1	-18.1	1.2	-1.0	-10.0	2.7
O=S(=O)(NCc1nnc2c(C(F)(F)F)cc(Cl)cn12)c1ccccc1	-10.7	-5.7	-3.8	-18.7	-0.5	-9.8	-11.1	-32.6	0.9	28.2	2.3
c1ccc(-c2[nH]ncc2-c2nc3ccccc3[nH]2)cc1	2.9	-1.5	-2.4	-7.5	2.5	5.2	26.6	-2.0	-3.0	8.7	1.7
NC(=O)CSc1nc(-c2ccccc2Cl)ns1	9.6	0.4	6.7	-7.5	-1.0	8.1	1.1	17.3	0.2	-2.4	4.0
COc1ccc(NC(=O)c2sc(NC(=O)C3CC3)nc2C)cc1	-6.5	-3.1	-10.8	-9.0	-0.3	-2.7	-8.1	1.7	2.6	15.9	0.5
O=C(NCCCc1ccncc1)C1CCC(=O)N(Cc2cccc(C(F)(F)F)c2)C1 (stereo unspecified)	0.1	-2.3	1.0	16.0	.	-8.3	-8.1	-6.6	.	13.1	0.1
O=C(O)c1ccc(-c2ccccc2C(F)(F)F)o1	-9.0	-0.5	-2.1	13.3	-1.4	9.0	13.7	72.0	-0.4	3.0	2.3
Cc1nc2ccccc2c(=O)n1N(c1ccccc1)c1ccccc1	-2.9	4.3	3.6	.	0.5	-2.3	2.3	-18.8	-1.1	-26.8	2.8
CCn1c(COc2ccccc2)nnc1SCC(=O)NC1CC1	2.1	-1.4	18.0	1.9	1.4	9.2	4.9	0.3	0.2	7.4	-1.2
Cc1ccc(N2C(=O)CC(Cn3nc(C)cc3C)C2=O)cc1 (stereo unspecified)	-13.1	-4.3	-12.6	-20.6	-1.5	-9.1	-5.0	1.0	-1.2	21.7	1.1
CC(=O)Nc1cc(NC(C)=O)cc(C(=O)OCC(=O)N(c2ccccc2)C2CCS(=O)(=O)C2)c1 (stereo unspecified)	-3.8	0.5	-5.5	25.0	-1.8	-10.4	-23.8	-7.4	2.1	-2.0	3.5
Cc1ccc2c(c1)c1nc3ccccc3nc1n2C	-0.7	1.4	3.2	-34.8	0.3	0.2	2.7	-10.8	3.5	-6.8	2.1
Cc1nn2c(nc1=O)NNC2(C)C(C)(C)C (stereo unspecified)	-7.7	-3.1	-6.8	18.5	-1.0	2.3	-14.2	15.3	0.7	16.3	5.0
CN(CC(=O)NCc1ccc(Cl)cc1)S(=O)(=O)c1cccs1	-0.1	-1.6	0.1	14.2	1.3	0.3	-5.1	179.9	5.2	10.1	3.0
O=C(Cn1cc([N+](=O)[O-])cn1)NCCc1nc2ccccc2[nH]1	-7.8	-3.5	-6.8	.	-3.0	1.5	10.3	-1.9	-0.5	16.5	0.1
CCOC(=O)C1CCN(Cc2cnc(Oc3ccc(C(C)(C)C)cc3)s2)CC1	-3.6	5.2	10.5	17.4	1.0	3.7	1.2	138.8	0.2	-26.1	1.6
CC(=O)C1=C(O)C(=O)N(Cc2ccco2)C1c1ccc2c(c1)OCO2 (stereo unspecified)	-2.1	-1.9	-0.3	17.4	0.6	4.9	-22.7	201.2	-1.7	10.4	4.2
O=C(CN1C(=O)CC(c2ccccc2)S(=O)(=O)c2ccccc21)NC1CCCC1 (stereo unspecified)	1.3	-3.9	-1.9	-3.5	0.3	5.2	2.4	59.8	-0.7	19.4	2.7
Cc1ccc2c(CC(=O)NNC(=O)c3ccccc3O)coc2c1	3.3	-1.0	-0.7	.	7.3	-3.0	-13.2	15.8	9.6	5.1	10.2
NC(=O)CCS(=O)(=O)c1ccccc1	-9.2	-1.1	0.8	-19.8	2.2	11.9	4.2	300.2	2.3	6.2	-1.0
COc1cccc(CNC(=O)c2ccc(N3CCOCC3)c([N+](=O)[O-])c2)c1	5.5	-0.2	5.4	-5.1	2.8	1.7	3.9	-5.8	2.3	1.4	1.5
Cc1ccc(C(=O)Nc2nc(=O)[nH]s2)cc1	-1.4&-0.7	-3.9&-3.1	1.5&7.7	-14.1&10.9	-1.3&1.3	4.4&-2.0	-17.2&3.5	-11.8&0.6	-2.9&2.7	19.6&15.7	5.8&5.7
COC(=O)c1cc(NC(=O)CSc2nc(C)cc(=O)[nH]2)cc(C(=O)OC)c1	-1.7	-4.0	-11.4	-8.8	-0.4	6.6	-3.0	8.9	1.9	22.6	-0.3
CCOC(=O)C1CCN(C(=O)C(=O)N2CCC(C(=O)OCC)CC2)CC1	-5.4	-2.0	-6.3	19.9	-1.4	3.8	25.2	-9.6	0.8	11.3	-0.5
